Bioassay records from PubChem BioAssay.
KOR beta-arrestin-1: KOR antagonists, beta-arrestin recruitment, cell-based, luminescence, uHTS (AID 1778). Kappa-type opioid receptor (Homo sapiens). KOR beta-arrestin recruitment, luminescence, antagonist mode; higher % means a stronger effect. one-dose inhibition, % at 10 µM; IC50 in µM for titrated hits. 0.091% of 290,000 active; also: strong numbers were not always called active
GPR55 antagonists: GPR55 antagonists blocking LPI-driven arrestin recruitment, primary screen, imaging, U2OS, beta-arrestin-GFP, LPI agonist (AID 2013) | inhibition, % at 10 µM; hits with a dose series show IC50 in µM | G-protein coupled receptor 55 (Homo sapiens) | U2OS GPR55 beta-arrestin-GFP translocation imaging, LPI antagonism; higher % means a stronger effect | 0.13% of 290,000 active;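 active = spots per cell inhibited over 60%, with over 100 cells counted and total cytoplasm intensity under 500,000; inconclusive = wells with under 100 cells, flagged as likely toxic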;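 also: U2OS cells stably carrying GPR55 and arrestin-GFP stimulated by 5 µM LPI near EC80; imaged beta-arrestin-GFP aggregate spots per cell after agonist stimulation; plate controls were LPI-stimulated DMSO wells for no effect and DMSO wells without LPI for full effect; some results filed as inactive read as strong as hits; confirmed hits need IC50 under 10 µM and bright autofluorescent wells are also inconclusive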
HEK293 NOD2/NF-kB: NOD2 signaling inhibitors, cell-based, luminescence, uHTS, HEK293 (AID 1566). inhibition, % at 4 µM; hits with a dose series show EC50 in µM. 0.63% of 290,000 active. HEK293 NOD2/NF-kB luciferase reporter, luminescence; higher % means a stronger effect; also: many of its hits are not listed in these tables
GPR35 antagonists: GPR35 antagonists blocking zaprinast-driven arrestin recruitment, primary screen, imaging, U2OS, beta-arrestin-GFP, zaprinast agonist (AID 2058); U2OS GPR35 beta-arrestin-GFP translocation imaging, zaprinast antagonism; higher % means a stronger effect; G-protein coupled receptor 35 (Homo sapiens); 0.052% of 290,000 active; one-dose inhibition, % at 10 µM; IC50 in µM for titrated hits;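 active = inhibition of at least 50% with at least 30 cells and total cytoplasm GFP at most 10,000,000; inconclusive = under 30 cells or total GFP of 10,000,000 plus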
KOR beta-arrestin-2: KOR agonists, beta-arrestin recruitment, primary screen, cell-based, luminescence, uHTS (AID 1777) | one-dose activation, % at 10 µM; EC50 in µM for titrated hits | 0.02% of 280,000 active | KOR beta-arrestin recruitment, luminescence; higher % means a stronger effect | Kappa-type opioid receptor (Homo sapiens); in the data active = activation above about 50%, passing the limit was not always enough; also: a part of the inactive calls stands beside numbers as strong as those of hits
NOD1 NF-kB reporter: NOD1 signaling inhibitors, primary screen, cell-based, luminescence, uHTS (AID 1578); inhibition, % at 4 µM; hits with a dose series show EC50 in µM; 1% of 290,000 active; NOD1-driven NF-kB luciferase reporter cells, luminescence; higher % means a stronger effect; in the data active = inhibition mostly above about 36%, no sharp cut-off; inactive = mostly below about 34%;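 also: HEK-293T reporter cells stimulated with the NOD1 agonist gamma-tri-DAP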
HIV peptide binding: inhibitors of HIV fusion peptide binding, primary screen, biochemical, uHTS, fluorescence dequenching (AID 1986) | 0.3% of 290,000 active | cell-free peptide binding, fluorescence dequenching, 30 min; higher % means a stronger effect | one-dose inhibition, % at 20 µM; IC50 in µM for titrated hits; in the data active = inhibition mostly above about 52%, no sharp cut-off; inactive = mostly below about 76%; also: some results filed as inactive read as strong as hits
GPR55 beta-arrestin: GPR55 agonists via beta-arrestin recruitment, primary screen, imaging, U2OS cells, beta-arrestin-GFP redistribution (AID 1961). G-protein coupled receptor 55 (Homo sapiens). U2OS GPR55 beta-arrestin-GFP redistribution imaging; higher % means a stronger effect. activation, % at 10 µM; hits with a dose series show EC50 in µM. 0.048% of 290,000 active;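 active = activation above 40% with more than 50 cells counted in the well; inconclusive = wells holding fewer than 50 cells, flagged as toxic or sparse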;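 also: U2OS osteosarcoma cells stably expressing GPR55 and beta-arrestin-GFP; plate controls were DMSO negative control for no effect and LPI positive control for full effect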
Myeloid diff 2: induction of myeloid progenitor differentiation, primary screen, cell-based, flow cytometry, MLPCN library. ER-HoxA9 myeloid progenitors, lysozyme-GFP differentiation. calls only at 10 µM. 1% of 360,000 active;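 active = normalized GFP-positive differentiation at or above the plate's own cutoff, the solvent-only control mean plus 3 SD; inconclusive = no clear call, values can overlap the other calls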;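 also: cells exposed to compound for four days before flow analysis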
Myeloid diff 2 GFP+ MAC1+ %: further read-out of Myeloid diff 2, marked with its call; GFP+ MAC1+ double positive, %; measured here: differentiation confirmed by MAC1 staining
Numbers without * were called inactive; i = inactive; ? = inconclusive; · = no result given; [ ] = dose if it differs, or a comment. Rule as the data show it, unless noted: active = inhibition above about 50%; inactive = the rest. Some of the compounds tested (hit frequency here may not be typical).

1	CCN(CC)CCOC(=O)c1ccc(NC(=O)c2cn(-c3ccccc3)nc2-c2cccs2)cc1
2	c1ccc(CNc2nc(-c3cccs3)nc3ccccc23)nc1
3	CCOC(=O)c1ccc(NC(=O)c2n[nH]c(=O)c3ccccc23)cc1
4	CC(=O)NCC(=O)NC1CCCc2c1cnn2-c1ccccc1F (centres undefined)
5	CCCNC(=O)/C(C#N)=C1\N=C(NC(=O)c2cccs2)c2ccccc21
6	CC(C)COc1ccc(-c2nnn(CC(=O)N3CCCC3)n2)cc1
7	C=CCn1cccc(/C=C/C(=O)c2ccc(C(C)(C)C)cc2)c1=S
8	Cc1ccc(S(=O)(=O)CCC(=O)OCc2ccc(Cl)cc2)cc1
9	O=c1cc(N2CCN(Cc3ccccc3)CC2)[nH]c(=O)n1-c1cccc(C(F)(F)F)c1
10	CCOC(=O)c1cnn(-c2ccccc2)c1NC(=O)c1cccs1

Compound	1	2	3	4	5	6	7	8	9	10
KOR beta-arrestin-1	-30%	-2%	-51%[20 µM]	-24%[20 µM]	-27%	12%	10%	-1%	7%	7%
GPR55 antagonists	6%	4%	-13%	0%	-4%	-18%	21%	2%	-3%	6%
HEK293 NOD2/NF-kB	4%	-1%	-21%	0%	12%	-20%	-3%	6%	-9%	30%
GPR35 antagonists	13%	3%	-10%	10%	7%	4%	-6%	-4%	-8%	-14%
KOR beta-arrestin-2	-7.1%	-4.3%	-3.9%	·	1.9%	-0.9%	3.0%	3.5%	17%	-4.7%
NOD1 NF-kB reporter	-33%	-27%	-19%	-8%	-22%	·	-14%	-29%	-31%	16%
HIV peptide binding	3.1%	1.9%	0.5%	-1.3%	0.5%	0.7%	5.8%	-0.5%	5.2%	0.4%
GPR55 beta-arrestin	-0.1%	0.6%	-0.1%	0.0%	-0.2%	-0.2%	0.1%	0.0%	1.4%	-0.2%
Myeloid diff 2	·	i	i	i	i	i	?	i	i	i
Myeloid diff 2 GFP+ MAC1+ %	·	2.5	0.5	0.2	0.3	1.1	·	0.5	0.6	3.4

11	CC(=O)N1c2ccc(S(=O)(=O)N3CCCC(C(=O)NCc4ccccc4Cl)C3)cc2CC1C (centres undefined)
12	CCn1c(SCC(=O)Nc2ccc(NC(C)=O)cc2)nc2c([nH]c3ccccc32)c1=O
13	CCOC(=O)c1c(NC(=O)C2=C(C)NC(=S)NC2c2ccccc2C(F)(F)F)sc(C)c1C (centres undefined)
14	CCOc1ncccc1C(=O)N(CC)CC(=O)NCc1ccc(F)cc1
15	Cc1c(C(=O)NCc2ccc3c(c2)OCO3)oc2ccc(S(=O)(=O)N3CCCCC3)cc12
16	O=C(NNS(=O)(=O)c1ccccc1)c1cnn(-c2ccccc2)c1-n1cccc1
17	CC1CC(C)CN(S(=O)(=O)c2ccc(NN)nc2)C1 (centres undefined)
18	CCOC(=O)COc1cccc2c(=O)n(CC(=O)NCCc3ccc(OC)c(OC)c3)ccc12
19	CC(C)NC(=O)NC(=O)COC(=O)c1ccc(NC(=O)CC#N)cc1
20	CC1CCCCC1NC(=O)COc1ccc(-n2cnnn2)cc1 (centres undefined)

Compound	11	12	13	14	15	16	17	18	19	20
KOR beta-arrestin-1	-37%	-19%	8%	-27%	-6%	8%	8%	-13%	-15%	-6%
GPR55 antagonists	8%	11%	6%	2%	-13%	8%	5%	6%	-16%	6%
HEK293 NOD2/NF-kB	17%	9%	-3%	-3%	9%	28%	-4%	12%	4%	5%
GPR35 antagonists	14%	11%	-6%	9%	22%	-1%	17%	-8%	7%	1%
KOR beta-arrestin-2	1.0%	6.3%	-3.7%	2.0%	6.3%	1.1%	2.5%	1.9%	1.8%	2.2%
NOD1 NF-kB reporter	-5%	-58%	1%	-20%	·	12%	-6%	-34%	-14%	·
HIV peptide binding	-1.1%	-0.7%	-0.6%	-0.6%	0.1%	-1.1%	-0.5%	-3.1%	2.5%	2.7%
GPR55 beta-arrestin	-0.1%	-0.2%	0.1%	-0.2%	-0.1%	0.0%	-0.6%	-0.3%	-0.2%	0.2%
Myeloid diff 2	i	i	?	i	i	i	i	·	i	i
Myeloid diff 2 GFP+ MAC1+ %	2.5	1.4	·	2.2	12	2.9	0.2	·	0.6	0.0

Ordered by the number under HEK293 NOD2/NF-kB (lowest first): three from the list above
item | SMILES | KOR beta-arrestin-1 | HEK293 NOD2/NF-kB | GPR35 antagonists | KOR beta-arrestin-2 | NOD1 NF-kB reporter | HIV peptide binding | Myeloid diff 2 GFP+ MAC1+ %
6 | CC(C)COc1ccc(-c2nnn(CC(=O)N3CCCC3)n2)cc1 | 12% | -20% | 4% | -0.9% | · | 0.7% | 1.1
2 | c1ccc(CNc2nc(-c3cccs3)nc3ccccc23)nc1 | -2% | -1% | 3% | -4.3% | -27% | 1.9% | 2.5
4 | CC(=O)NCC(=O)NC1CCCc2c1cnn2-c1ccccc1F (centres undefined) | -24%[20 µM] | 0% | 10% | · | -8% | -1.3% | 0.2

The listing continues:
21	NC(=O)Nc1ccc(C(=O)OCC(=O)Nc2ccc(Cl)cn2)cc1
22	CCC(Oc1ccccc1)C(=O)NC1C(=O)N2C1SC(C)(C)C2C(=O)O (centres undefined)
23	CC(C)N(C(=O)Cn1c(SCC(=O)Nc2nccs2)nc2ccccc21)C(C)C
24	Cc1ccc(S(=O)(=O)N(C)C)cc1NC(=O)C(C)OC(=O)c1ccc2c(c1)OCCO2 (centres undefined)
25	CCN(CC)S(=O)(=O)c1cccc(-c2nnc(SCC#N)n2Cc2ccccc2)c1
26	CCOC(=O)c1cn(Cc2ccc(Br)cc2)nn1
27	O=C(CSc1nc2ccccc2n1S(=O)(=O)c1cccc([N+](=O)[O-])c1)NCCc1ccccc1
28	Cc1cccc(C)c1Nc1nnc(SCC(=O)c2ccc(Br)s2)s1
29	CCCCSc1nnc(CCNC(=O)OC(C)(C)C)o1
30	CCOC(=O)c1c(CN(CC)CC)oc2cc(Br)c(O)cc12

Compound	21	22	23	24	25	26	27	28	29	30
KOR beta-arrestin-1	3%	-38%[20 µM]	·	49%	-22%	36%	36%	9%	3%	17%
GPR55 antagonists	12%	0%	5%	4%	2%	7%	11%	5%	-17%	11%
HEK293 NOD2/NF-kB	10%	18%	2%	-31%	10%	2%	-2%	-25%	-2%	-6%
GPR35 antagonists	5%	0%	-5%	18%	-1%	-5%	11%	-9%	0%	-8%
KOR beta-arrestin-2	2.8%	-2.6%	·	1.8%	-9.4%	0.2%	0.3%	5.0%	·	0.9%
NOD1 NF-kB reporter	-6%	-12%	-6%	2%	11%	-22%	-26%	-10%	-3%	-4%
HIV peptide binding	0.6%	10%	1.5%	-1.2%	0.1%	0.0%	-1.5%	12%	-1.7%	-1.9%
GPR55 beta-arrestin	-0.1%	0.2%	-0.4%	-0.1%	-0.2%	0.0%	-0.2%	-0.4%	0.0%	-0.1%
Myeloid diff 2	i	i	i	i	i	i	i	i	i	i
Myeloid diff 2 GFP+ MAC1+ %	0.4	0.6	2.6	0.4	1.2	2.3	0.3	0.6	0.7	1.6

31	Cc1ccc(S(=O)(=O)N2CCOCC2)cc1C(=O)NC(=S)N1CC(C)OC(C)C1 (centres undefined)
32	COc1ccc(-c2nc(CS(=O)CC(=O)NCc3ccc4c(c3)OCO4)c(C)o2)cc1OC (centres undefined)
33	Cc1csc(SC(C)c2nc3scc(-c4ccccc4)c3c(=O)[nH]2)n1 (centres undefined)
34	Cc1ccc(N=Cc2cccc(O)c2O)c(C)c1
35	COCCN(CCOC)C(=O)COC(=O)c1ccc(Cl)c(S(=O)(=O)N(C)c2ccccc2)c1
36	Cc1nnc(Nc2ccccn2)c2ccccc12
37	Cc1cccc(N(C)C(=O)c2cc(S(=O)(=O)N3CCCCC3)c[nH]2)c1
38	CCOC(=O)N1CCN(C(=O)Cn2c(C)cc3ccccc3c2=O)CC1
39	COc1ccc(/C=C/C(=O)NC(=S)Nc2ccc(Br)cn2)cc1
40	Cc1nnc(NC(=O)c2oc3c(ccc4ccccc43)c2C)s1

Compound	31	32	33	34	35	36	37	38	39	40
KOR beta-arrestin-1	2%	0%	3%	3%	-5%	3%	-41%[20 µM]	-3%	-17%	-18%
GPR55 antagonists	-3%	-12%	4%	28%	-7%	-18%	0%	11%	2%	22%
HEK293 NOD2/NF-kB	4%	-3%	16%	10%	-4%	8%	10%	7%	18%	4%
GPR35 antagonists	4%	4%	12%	11%	-6%	0%	9%	-4%	-3%	10%
KOR beta-arrestin-2	2.9%	4.4%	1.7%	-4.6%	7.4%	-2.6%	-6.8%	0.2%	1.7%	-0.8%
NOD1 NF-kB reporter	-8%	44%	-4%	-15%	-9%	-25%	-16%	0%	-5%	4%
HIV peptide binding	-0.5%	-1.4%	2.0%	-1.8%	0.5%	-0.8%	1.5%	2.1%	1.0%	3.2%
GPR55 beta-arrestin	-0.1%	0.3%	0.0%	-0.1%	-0.3%	-0.5%	-0.1%	-0.2%	0.0%	0.0%
Myeloid diff 2	i	i	i	i	i	i	i	i	i	i
Myeloid diff 2 GFP+ MAC1+ %	0.2	1.1	0.7	2.7	0.1	1.0	2.8	0.8	0.4	0.0

41	COC(=O)c1ccc(C2=NOC(C)(c3sc(-c4ccc(Cl)cc4)nc3C)C2)cc1 (centres undefined)
42	COc1ccc(C(=O)Nn2c(SCC(=O)NC3CCCCC3)nc3ccccc3c2=O)cc1
43	CCC1CCCCN1C(=O)CCc1nnc(C2CCCCC2)o1 (centres undefined)
44	O=C1NC2(CCCCCC2)C(=O)N1Cc1ccc(Br)cc1

Compound	41	42	43	44
KOR beta-arrestin-1	-32%	-34%	-24%[20 µM]	19%
GPR55 antagonists	-2%	20%	2%	11%
HEK293 NOD2/NF-kB	-29%	-14%	-41%	-4%
GPR35 antagonists	2%	1%	-1%	16%
KOR beta-arrestin-2	7.1%	4.0%	-0.5%	0.0%
NOD1 NF-kB reporter	0%	88%*	-21%	-36%
HIV peptide binding	2.1%	-3.2%	-0.3%	0.0%
GPR55 beta-arrestin	-0.1%	-0.1%	-0.2%	0.0%
Myeloid diff 2	i	i	i	i
Myeloid diff 2 GFP+ MAC1+ %	2.2	1.0	0.6	6.3

Taken from above:
GPR35 antagonists with #43 → -1%
GPR55 antagonists with #44 → 11%
